F508del corr = CFTR F508del correction in bronchial cells; AID 720511; 350,000 compounds, 0.36% hits; activity (quench increase), % at 7.58 µM; CFBE cells, YFP halide quenching; stimulated with forskolin plus potentiator P3; % fluorescence drop versus neutral controls;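 active = mean added fluorescence quench of at least 8% versus neutral control, with both replicates also reaching 8%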;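 note: cells transiently co-express mutant CFTR-F508del with the halide-sensitive YFP; corrector assay measuring rescue of mutant channel to the surface after 24 h compound exposure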
INS-1E GSIS act = primary screen for activators of insulin secretion dependent on glucose, INS-1E cells, GLuc reporter luminescence. INS-1E GLuc reporter insulin secretion, 2-3 h. activation, % at 16.6 µM. 370,000 compounds, 0.61% hits;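 active = lowest replicate activation of at least 40%, so every replicate reaches that level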;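 note: 0% = median of neutral control wells and 100% = median of IBMX positive control wells; some compounds called inactive have numbers as strong as hits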
Statin myotox sup = suppression of simvastatin myotoxicity | rescue of ATP level, % at 7.49 µM | 330,000 compounds, 0.78% hits | C2C12 myotubes + simvastatin, ATP luminescence, 48 h; scaled: DMSO 0, geranylgeraniol control 100;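 active = mean ATP rescue above about 67%, or every replicate alone reaching that limit, limit read from the data, passing the limit was not always enough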;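 note: myotubes were challenged with 10 µM simvastatin during compound exposure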
Cneo AK release = causes C. neoformans cell lysis | adenylate kinase release luminescence, 4 h; normalised: neutral wells 0, clomiphene wells 100 | lysis activity, % at 15 µM | 360,000 compounds, 0.2% hits | AID 651654;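 active = mean lysis activity across replicates of at least 80%, whatever share of replicates individually reach that level; inactive = mean lysis activity below 80%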
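Test system: log-phase Cryptococcus neoformans yeast cells; Quantity: yeast cell density of 5 × 10^6 cells/mL; Buffer or medium: YPD; Doses: single compound concentration per well; Timing: 4 h at 37 °C static, read 1 h later; Measured by: AK luminescence; Read-out basis: lysis from increased AK signal; Control set: Clomiphene as positive control.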
PGC1a acetyl inh = PGC1a acetylation modulation, inhibitor mode; inhibition, % at 15.6 µM; 350,000 compounds, 0.17% hits; U2OS PGC1a acetylation, AlphaScreen anti-acetyl-lysine; with virally co-expressed GCN5 acetyltransferase; AID 651687;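 active = every replicate shows inhibition of at least 40%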;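 note: 0% = neutral control wells and 100% = positive control wells; some results beyond the cut were filed as inactive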
miR122 inh = miR-122 inhibition in Huh7 cells. Huh7 miR-122 Renilla luciferase sensor, 48 h; neutral wells = 0, positive control = 100. activation (reporter increase), % at 12.5 µM. 340,000 compounds, 0.3% hits;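 active = mean replicate activation score at least 90 and every replicate individually at or above 90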;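 note: higher luciferase means less miR-122 activity so hits act as miR-122 inhibitors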
PglD inh = PglD (C. jejuni) enzyme inhibition | purified PglD enzyme, DTNB colorimetric CoA detection | inhibition, % at 12.5 µM | 360,000 compounds, 0.098% hits | AID 602405; in the data active = inhibition above about 16%, passing the limit was not always enough; note: strong numbers were not always called active
FN deposit inh = fibronectin deposition inhibition; AID 743247; inhibition, % at 12.6 µM; 350,000 compounds, 0.086% hits; AH1F fibroblasts, Alexa488-fibronectin deposition fluorescence, overnight;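 active = mean inhibition across replicates of 30% or more, regardless of how many single replicates reach that level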;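 note: positive control wells lacked labelled fibronectin entirely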
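Schedule: 1 h cell adhesion before compound, then overnight fibronectin incubation; test system: AH1F fibroblast monolayer depositing Alexa488-labelled fibronectin into matrix; quantity: 10000 AH1F cells per well; probe or stimulus: fluorescent fibronectin at 24 nM final; signal: fluorescence, ex 485 nm, em 525 nm; evaluation: percent inhibition as loss of matrix-bound fibronectin fluorescence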
* hit, by the source's call; [ ] = another dose, or the depositor's remark.

For CCN(CC)c1ccc(/C=C(\C#N)C(=O)NCc2ccccc2)cc1 the results were Cneo AK release -7, PGC1a acetyl inh -4, miR122 inh 3 and PglD inh 4.
Screening CCn1cc(S(=O)(=O)NC(C)c2cc(OC)ccc2OC)cn1 (stereo unspecified) returned F508del corr 1.4, INS-1E GSIS act 8, Cneo AK release 1, PGC1a acetyl inh -4, miR122 inh -2, PglD inh 1 and FN deposit inh 0.
COc1cccc(NC(=S)NC(=O)c2cccnc2)c1 was read as F508del corr -4.2, INS-1E GSIS act 1, Statin myotox sup -2, Cneo AK release 2, PGC1a acetyl inh -5, miR122 inh -6, PglD inh 7 and FN deposit inh 1.
Screening CC(C)[C@H](NC(=O)OCc1ccccc1)C(=O)NC(C=O)Cc1ccccc1 (stereo partly specified) returned Statin myotox sup 1, Cneo AK release 0, miR122 inh 7 and PglD inh 2.
C[C@H](CO)N1C[C@H](C)[C@@H](CN(C)C(=O)C2CC2)Oc2ncc(-c3cccnc3)cc2C1=O was read as F508del corr 1.1, INS-1E GSIS act -10, Statin myotox sup 3, Cneo AK release -1, PGC1a acetyl inh -1, miR122 inh 4[16.7 µM], PglD inh 1 and FN deposit inh -9.
For O=C(O)CCC(=O)Nc1ccc(N2CCCCCC2)cc1 the results were Statin myotox sup 4, Cneo AK release 2, PGC1a acetyl inh 9, miR122 inh -1 and PglD inh -2.
Screening COc1ccc(NS(=O)(=O)c2cc(NC(=O)c3nc4nc(C)cc(C)n4n3)ccc2C)cc1 returned F508del corr -2.7, PGC1a acetyl inh -4, miR122 inh 55 and FN deposit inh 0.
Cc1c(NC(=O)c2cc(-c3ccc(Cl)s3)nc3ccccc23)c(=O)n(-c2ccccc2)n1C was read as Statin myotox sup 10, Cneo AK release 5, PGC1a acetyl inh -6, miR122 inh 0 and PglD inh 6.
Screening CCN1[C@@H]2c3ccc(-c4cncnc4)c(=O)n3C[C@@H]2[C@@H](CO)[C@@H]1C(=O)OC returned F508del corr 3.0, INS-1E GSIS act -1, Statin myotox sup -6, Cneo AK release 2, miR122 inh 6[16.7 µM] and PglD inh -4.
Screening CCn1c(C)nc2cc(C(=O)N/N=C/c3ccc(N4CCOCC4)cc3)ccc21 returned F508del corr 1.7, INS-1E GSIS act -10, PGC1a acetyl inh -1 and FN deposit inh -18.
For COc1cccc2oc(CCc3ccccc3)cc(=O)c12 the results were F508del corr -1.4, INS-1E GSIS act 2, Statin myotox sup 4, Cneo AK release -1, PGC1a acetyl inh 2, miR122 inh -1, PglD inh -5 and FN deposit inh -9.
O=C(C[C@H]1CC[C@@H]2[C@H](COC[C@H](O)CN2Cc2cc(F)cc(F)c2)O1)NCc1cccc(F)c1 was read as F508del corr -4.6, INS-1E GSIS act -1, Statin myotox sup 8, Cneo AK release 1, PGC1a acetyl inh 0, miR122 inh -2[16.7 µM], PglD inh 2 and FN deposit inh -6.
Screening COc1ccc(C(=O)CSc2nnc(CN3CCCCC3)n2-c2ccc(Cl)cc2)cc1OC returned INS-1E GSIS act 5, Cneo AK release 3, miR122 inh 4, PglD inh -10 and FN deposit inh -1.
`CSCCC(C(=O)NC1=NCCS1)N1C(=O)c2ccccc2C1=O` (stereo unspecified) gave Statin myotox sup -3, Cneo AK release -2, PGC1a acetyl inh -34, miR122 inh -5 and PglD inh 5.
`CC1(C)Cc2cccc(C(=O)Nc3ccncc3)c2O1` gave F508del corr 1.3, INS-1E GSIS act 37, Statin myotox sup 15, PGC1a acetyl inh 0 and FN deposit inh -3.
`Nc1nc(N2CCCCC2)nc(N(c2ccccc2)c2ccccc2)n1` gave F508del corr -3.9, INS-1E GSIS act 22, Statin myotox sup 13, Cneo AK release -2, PGC1a acetyl inh -11, miR122 inh 1, PglD inh -2 and FN deposit inh 6.
Screening NS(=O)(=O)c1ccc(NC(=O)COC(=O)c2ccc(S(=O)(=O)N3CCOCC3)cc2)cc1 returned F508del corr 2.1, INS-1E GSIS act 8, Statin myotox sup 1, Cneo AK release 1, PGC1a acetyl inh -4, miR122 inh 3 and PglD inh -7.
For CCOC(=O)N1CCN(c2ccc(C(=O)c3cccc(F)c3)cc2)CC1 the results were Statin myotox sup 28, Cneo AK release -4, PGC1a acetyl inh -2, miR122 inh -4 and PglD inh -4.
COc1cccc(/C=N/n2c(COc3ccccc3)n[nH]c2=S)c1 was read as F508del corr -2.0, INS-1E GSIS act -23, Statin myotox sup 9, Cneo AK release -1, PGC1a acetyl inh 5, miR122 inh -3, PglD inh 0 and FN deposit inh -3.
Screening CC(=O)Nc1ccc(S(=O)(=O)NNC(=O)C2CCCCC2)cc1 returned F508del corr 3.1, INS-1E GSIS act 6, Statin myotox sup 8, Cneo AK release 5 and PglD inh -7.
Screening CC(Sc1cccc2cccc(C(=O)O)c12)C(=O)O (stereo unspecified) returned Cneo AK release 1, PGC1a acetyl inh 10, miR122 inh 2 and PglD inh 5.
For Clc1ccc(SCCOCCN2CCCCC2)cc1 the results were F508del corr 4.0, INS-1E GSIS act 12, Cneo AK release 11, PGC1a acetyl inh -4, miR122 inh 2, PglD inh -4 and FN deposit inh -8.
`Cc1ccc(Cn2c(=O)c3c(nc4n3CCN4Cc3ccco3)n(C)c2=O)cc1` gave Cneo AK release -4, PGC1a acetyl inh -8, miR122 inh 4, PglD inh -2 and FN deposit inh 3.
`COc1ccc(N(CC(O)CN2C(=O)NC(C)(C)C2=O)S(=O)(=O)c2ccc(C)cc2)cc1` (stereo unspecified) gave Statin myotox sup -4, Cneo AK release 11, PGC1a acetyl inh 9, miR122 inh 3, PglD inh 1 and FN deposit inh -5.
For C=CCSc1nc2c(cnn2-c2ccccc2)c(=O)n1N the results were F508del corr 1.5, INS-1E GSIS act 1, Cneo AK release -3, PGC1a acetyl inh 19, miR122 inh 1, PglD inh -5 and FN deposit inh 3.
For C[C@@H]1CN([C@H](C)CO)C(=O)c2cc(NC(=O)CCN3CCOCC3)ccc2O[C@H]1CN(C)S(=O)(=O)c1cn(C)cn1 the results were F508del corr -0.6, INS-1E GSIS act 16, Statin myotox sup 0, Cneo AK release 12, PGC1a acetyl inh -1, miR122 inh -8[16.7 µM], PglD inh -2 and FN deposit inh -13.
Screening Cc1ccc(S(=O)(=O)Nc2ccc3c(c2)C(=O)N([C@@H](C)CO)C[C@H](C)[C@@H](CN(C)C(=O)NC2CCCCC2)O3)cc1 returned F508del corr 1.2, INS-1E GSIS act -7, Statin myotox sup 5, Cneo AK release -1, PGC1a acetyl inh -4, miR122 inh -9[16.7 µM] and PglD inh 0.
Screening COc1ccccc1NC(=O)C(C)OC(=O)CCNS(=O)(=O)c1ccc(C)c(C)c1 (stereo unspecified) returned F508del corr 0.7, INS-1E GSIS act 8, Statin myotox sup 1, Cneo AK release -1, PglD inh 6 and FN deposit inh -7.
`O=C(C[C@@H]1C[C@H]2c3cc(NC(=O)NC4CCCC4)ccc3O[C@H]2[C@@H](CO)O1)NCc1ccccn1` gave F508del corr 0.6, INS-1E GSIS act 15, PGC1a acetyl inh -1 and FN deposit inh -4.
Screening CCOC(=O)c1cccc(NC(=O)c2ccc(NC(=O)c3ccco3)cc2)c1 returned F508del corr -2.7, INS-1E GSIS act 34, Statin myotox sup -3, Cneo AK release 4 and PglD inh 7.
For CSc1ccc(Cl)c(C(=O)N2CCOc3ccccc32)c1 the results were F508del corr -2.5, INS-1E GSIS act -22, Statin myotox sup 5, Cneo AK release 2, PGC1a acetyl inh 21, miR122 inh 2, PglD inh -2 and FN deposit inh 14.
`CSCC[C@@H](Nc1nc(-c2ccccc2)nc2c1oc1ccccc12)C(=O)O` gave INS-1E GSIS act -7, Statin myotox sup 1, Cneo AK release -2, PGC1a acetyl inh 0, PglD inh 3 and FN deposit inh 2.
Cn1cccc1C(=O)N1CCN(c2cccc(C(F)(F)F)c2)CC1 was read as Statin myotox sup -54, Cneo AK release 1, miR122 inh 1, PglD inh 0 and FN deposit inh 2.
For COC(=O)c1ccc(C(=O)Nc2ccc3c(c2)C(=O)NC3=O)cc1 the results were F508del corr 3.3, INS-1E GSIS act -11, Statin myotox sup 7, Cneo AK release 4, PglD inh -2 and FN deposit inh -12.
Screening CN(C)S(=O)(=O)c1ccc(/C(O)=C2/C(=O)C(=O)N(CCN3CCCCC3)C2c2cccnc2)cc1 (stereo unspecified) returned F508del corr -0.7, INS-1E GSIS act 11, PGC1a acetyl inh -10 and FN deposit inh 11.
For COc1cc(C(C)=O)ccc1OCC(O)CN1CCN(c2ccc(F)cc2)CC1 (stereo unspecified) the results were F508del corr 1.4, INS-1E GSIS act -10, Statin myotox sup 3, Cneo AK release -3, miR122 inh -2, PglD inh 6 and FN deposit inh 6.

As a working copy, some entries already given:
`CSCC[C@@H](Nc1nc(-c2ccccc2)nc2c1oc1ccccc12)C(=O)O` gave INS-1E GSIS act -7, Statin myotox sup 1, Cneo AK release -2, PGC1a acetyl inh 0, PglD inh 3 and FN deposit inh 2.
Cn1cccc1C(=O)N1CCN(c2cccc(C(F)(F)F)c2)CC1 was read as Statin myotox sup -54, Cneo AK release 1, miR122 inh 1, PglD inh 0 and FN deposit inh 2.
For COC(=O)c1ccc(C(=O)Nc2ccc3c(c2)C(=O)NC3=O)cc1 the results were F508del corr 3.3, INS-1E GSIS act -11, Statin myotox sup 7, Cneo AK release 4, PglD inh -2 and FN deposit inh -12.

The list continues.
COc1ccc(/C=C/c2c(-c3ccc(OC)cc3)oc3ccccc23)cc1 was read as F508del corr 1.6, INS-1E GSIS act 1, Statin myotox sup 1, Cneo AK release 1, PGC1a acetyl inh -4, miR122 inh 3, PglD inh 3 and FN deposit inh -4.
`CCOC(=O)c1c(C)[nH]c2ccc(O)cc12` gave Cneo AK release -1, PGC1a acetyl inh 1, PglD inh 5 and FN deposit inh -9.
`Cc1noc(C)c1S(=O)(=O)N(C)CC(=O)NCc1ccccc1` gave Statin myotox sup -5, Cneo AK release 0, PGC1a acetyl inh -12, miR122 inh -3 and PglD inh -4.
`CCOC(=O)C(=O)NC(C)c1ccccc1` (stereo unspecified) gave F508del corr 2.4, INS-1E GSIS act 2, PGC1a acetyl inh 5 and FN deposit inh 0.
Screening CCC(=O)N1C[C@@H](C)[C@H](OC)CN(C)C(=O)c2ccc(NC(=O)NC(C)C)cc2OC[C@@H]1C returned F508del corr -0.6, INS-1E GSIS act -3, Statin myotox sup 3, Cneo AK release 0, PGC1a acetyl inh -8, miR122 inh 17[16.7 µM], PglD inh -1 and FN deposit inh -1.
CCc1cc2c(=O)c(-c3nc(C)cs3)coc2cc1OC(C)C(=O)NCCO (stereo unspecified) was read as INS-1E GSIS act -6, Cneo AK release 0, PglD inh 2 and FN deposit inh -9.
Screening CCC(=O)N1[C@H](CNC(=O)CN2CCOCC2)[C@H](c2ccccc2)[C@@H]1CO returned F508del corr 0.0, INS-1E GSIS act 5, Statin myotox sup -11, Cneo AK release 2, PGC1a acetyl inh -1, miR122 inh -7[16.7 µM], PglD inh 1 and FN deposit inh 6.
Screening COC(=O)c1ccc(COc2cccn3c(N(C)C(=O)CCC4CCCC4)c(C)nc23)cc1 returned F508del corr 1.3, INS-1E GSIS act -38, Statin myotox sup 2, Cneo AK release -1, PGC1a acetyl inh -1, miR122 inh 4, PglD inh 0 and FN deposit inh -6.
COc1ccc(NS(=O)(=O)c2c(C(=O)N3CCCCCC3)c(C)n(C)c2C)cc1 was read as F508del corr -0.6, INS-1E GSIS act 0, Statin myotox sup 13, Cneo AK release 0, PGC1a acetyl inh -5, miR122 inh 5, PglD inh -1 and FN deposit inh 5.

Screening data as filed in PubChem BioAssay.
